SENP1 FRET inh: blocks the human SENP1 SUMO protease catalytic domain; inhibition, % at 10 µM; recombinant SENP1 catalytic domain, CyPet-SUMO1-YPet FRET cleavage; hit rate 0.21% among 360,000; AID 624204; Q9P0U3;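 active = inhibition at least 30% at 10 µM, raw YFP signal under a set limit, fluorescence ratio 0.5 to 1.5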;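 note: 0% = enzyme with DMSO and 100% = no enzyme wells; some results filed as inactive read as strong as hits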
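Test system: hSENP1 catalytic domain, recombinant; Amount: 20 pM final SENP1 enzyme; Medium: Tris pH 8 buffer plus EDTA, NaCl, BME, BSA, NP40, catalase; Schedule: 50 min enzyme reaction, room temperature, light-protected; Technique: FRET fluorescence in CFP and YFP emission channels; Controls: no-enzyme wells low, DMSO-plus-enzyme wells high control.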
SENP6 block: SENP6 protease inhibition. hit rate 1.8% among 330,000. Recombinant SENP6 catalytic domain, aminoluciferin luminescence. inhibition, % at 10 µM;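 active = inhibition above about 50% at the single tested dose, limit read from the data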;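 note: plate controls were DMSO wells with enzyme for no effect and DMSO wells lacking enzyme for full effect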
SENP8 block-1: SENP8 (human) protease inhibition; Q96LD8; recombinant SENP8, Nedd8 substrate fluorescence; inhibition, % at 20 µM; hit rate 0.64% among 360,000; AID 602440; in the data active = inhibition mostly above about 40%, no sharp cut-off; inactive = mostly below about 27%
SENP8 block-2: SENP8 protease inhibition; Q96LD8; purified SENP8, Z-RLRGG-aminoluciferin cleavage, luminescence; inhibition, % at 10 µM; hit rate 1.2% among 330,000; AID 2540; in the data active = inhibition above about 50%
NLRP3 yeast inh: blocks the NALP3 inflammasome reconstituted in yeast | Yeast reconstituted NLRP3/ASC/caspase-1, beta-gal luminescence, 24 h | inhibition, % at 10 µM | hit rate 0.39% among 330,000;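 active = inhibition of 50% or more; inactive = inhibition below 50%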;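 note: plate controls were induced DMSO wells for no effect and uninduced yeast grown without galactose for full effect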
Apaf-1 inh: blocks human Apaf-1 apoptosome activity. reconstituted apoptosome caspase-3 activity, DEVD-Rh110 fluorescence. inhibition, % at 20 µM. hit rate 0.71% among 330,000; active = inhibition of at least 40% at 20 µM;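 note: plate controls were DMSO wells for no effect and DEVD-CHO caspase inhibitor wells for full effect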
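System – cell-free apoptosome with Apaf-1, procaspase-3 and caspase-9 · Buffer or medium – pH 7.5 Hepes buffer with CHAPS, BSA, DTT · Also added – cytochrome c with DEVD-Rh110 · Times – 30 min compound preincubation, 50 min activation, room temperature · Technique – Rh110 fluorescence intensity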
HKDC1 inh: HKDC1 (human) hexokinase inhibition; Q2TB90; recombinant HKDC1, G6PDH/diaphorase resazurin coupled fluorescence; inhibition, % at 20 µM; hit rate 0.16% among 340,000; AID 493160;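 active = inhibition above about 35% when tested at 20 µM, limit read from the data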;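 note: plate controls were DMSO wells with enzyme for no effect and DMSO wells lacking enzyme for full effect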
Target sequence (Q2TB90 whole entry, looked up): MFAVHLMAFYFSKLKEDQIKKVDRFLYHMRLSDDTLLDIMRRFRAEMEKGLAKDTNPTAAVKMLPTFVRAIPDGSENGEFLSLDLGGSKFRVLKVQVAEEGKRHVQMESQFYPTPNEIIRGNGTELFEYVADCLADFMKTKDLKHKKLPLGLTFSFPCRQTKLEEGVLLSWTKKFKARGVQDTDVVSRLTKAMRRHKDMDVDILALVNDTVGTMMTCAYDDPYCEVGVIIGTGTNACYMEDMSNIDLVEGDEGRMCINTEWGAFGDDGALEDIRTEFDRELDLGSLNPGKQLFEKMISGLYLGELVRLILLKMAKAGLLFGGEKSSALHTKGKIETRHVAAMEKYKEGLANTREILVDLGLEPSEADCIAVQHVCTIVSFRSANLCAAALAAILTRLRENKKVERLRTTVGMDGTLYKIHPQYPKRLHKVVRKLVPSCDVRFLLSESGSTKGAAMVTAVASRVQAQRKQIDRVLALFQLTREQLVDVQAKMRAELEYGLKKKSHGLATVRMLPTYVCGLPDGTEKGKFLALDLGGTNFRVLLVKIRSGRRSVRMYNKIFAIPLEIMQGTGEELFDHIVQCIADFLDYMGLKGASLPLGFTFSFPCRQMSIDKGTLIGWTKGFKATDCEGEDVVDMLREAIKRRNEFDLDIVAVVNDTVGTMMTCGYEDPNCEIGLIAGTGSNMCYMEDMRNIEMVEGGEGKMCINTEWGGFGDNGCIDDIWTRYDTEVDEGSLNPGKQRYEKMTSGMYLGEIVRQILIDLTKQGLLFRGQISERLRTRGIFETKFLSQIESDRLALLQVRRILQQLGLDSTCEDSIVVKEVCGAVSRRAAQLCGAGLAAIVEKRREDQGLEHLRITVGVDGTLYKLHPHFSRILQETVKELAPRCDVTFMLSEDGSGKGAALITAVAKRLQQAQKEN
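Assay system: in-house recombinant HK5 (HKDC1) enzyme. Input: HKDC1 at 5 µg/mL. Medium: Tris pH 8.0 buffer with MgCl2, Tween-20, BSA, BME. Dosing: single 20 µM dose. Schedule: 90 min reaction incubation at room temperature, dark. Signal: resazurin-to-resorufin fluorescence via G6PDH and diaphorase coupling, 525/613 nm. Controls: DMSO-enzyme wells negative, buffer-substituted wells positive.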
PfGluPho inh: PfG6PD (Plasmodium falciparum) enzyme inhibition; AID 504690; PfGluPho enzyme, NADPH resazurin-diaphorase fluorescence; inhibition, % at 20 µM; hit rate 0.78% among 350,000;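 active = inhibition reaching at least a set limit at 20 µM in the primary screen, cut at about 59% in these data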;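 note: 0% = DMSO wells with substrate and 100% = DMSO wells lacking glucose-6-phosphate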
SENP7 inh: inhibitors of human SENP7 protease; hit rate 1.5% among 330,000; Q9BQF6; recombinant SENP7, Z-RLRGG-aminoluciferin luminescence, 40 min; inhibition, % at 5 µM; AID 434973;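 active = inhibition above about 50% at the single test dose, limit read from the data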;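 note: plate controls were DMSO with enzyme for no effect and no enzyme buffer wells for full effect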
Numbers without * were called inactive.

SMILES	SENP1 FRET inh	SENP6 block	SENP8 block-1	SENP8 block-2	NLRP3 yeast inh	Apaf-1 inh	HKDC1 inh	PfGluPho inh	SENP7 inh
CC(Sc1cccc[n+]1[O-])C(=O)Nc1ccc([N+](=O)[O-])cc1Cl (stereo not drawn)	0	-8	23	-12	-12	-7	-3	18	-7
Cc1cc(C)cc(C(=O)OCC(=O)NCCNC(=O)COC(=O)c2cc(C)cc(C)c2)c1	1	0	-1	1	14	2	-5	19	-2
Cc1ccc(CC(=O)O/N=C(\N)Cc2ccc([N+](=O)[O-])cc2)cc1	6	-3	4	-10	33	5	-4	25	-12
Cc1ccc(-c2cc(C(=O)NCC(c3ccccc3)N(C)C)c3ccccc3n2)o1 (stereo not drawn)	-32	4	-458	2	2	11	-5	3	4
COc1ccccc1C1=NC(c2ccccc2)CN1c1ccccc1 (stereo not drawn)	-142	-25	-274	-10	-2	3	0	14	-5
CC1CN(C(=O)CCC(=O)NCCCN2CCN(Cc3ccccc3)CC2)c2cc(Cl)ccc2O1 (stereo not drawn)	1	-10	16	-5	-6	12	-2	7	-17
Cc1nc2ccccc2c(=O)n1CCN1CCOCC1	1	-10	13	-3	-5	-15	-15	-7	2
NNC(=O)COc1ccccc1[N+](=O)[O-]	3	-21	12	0	12	0	-7	-2	0
O=C(c1ccccc1Cl)N1CCc2ccccc2C1	0	-9	10	-5	5	13	-11	-1	-15
COC(=O)c1ccc(Cn2cnc3c(sc4nc(N5CCOCC5)c5c(c43)CCCC5)c2=O)o1	-5	-7	-482	3	6	21	11	16	7

The final 6 entries of the part above lead into the next.
SMILES	SENP1 FRET inh	SENP6 block	SENP8 block-1	SENP8 block-2	NLRP3 yeast inh	Apaf-1 inh	HKDC1 inh	PfGluPho inh	SENP7 inh
COc1ccccc1C1=NC(c2ccccc2)CN1c1ccccc1 (stereo not drawn)	-142	-25	-274	-10	-2	3	0	14	-5
CC1CN(C(=O)CCC(=O)NCCCN2CCN(Cc3ccccc3)CC2)c2cc(Cl)ccc2O1 (stereo not drawn)	1	-10	16	-5	-6	12	-2	7	-17
Cc1nc2ccccc2c(=O)n1CCN1CCOCC1	1	-10	13	-3	-5	-15	-15	-7	2
NNC(=O)COc1ccccc1[N+](=O)[O-]	3	-21	12	0	12	0	-7	-2	0
O=C(c1ccccc1Cl)N1CCc2ccccc2C1	0	-9	10	-5	5	13	-11	-1	-15
COC(=O)c1ccc(Cn2cnc3c(sc4nc(N5CCOCC5)c5c(c43)CCCC5)c2=O)o1	-5	-7	-482	3	6	21	11	16	7
COc1ccccc1CN(Cc1nc2ccccc2c(=O)[nH]1)C(=O)Nc1ccc(C)cc1	2	-8	16	-9	31	9	-5	13	-8
CC(C)(C)OC(=O)N1CC=C2C(C#N)=C(N)C(C#N)(C#N)C(c3cccs3)C2C1 (stereo not drawn)	-29	4	-63	-1	10	9	11	4	-2
COc1ccc(C2CC(c3ccccc3)Nc3nc(NC(=O)c4ccco4)nn32)cc1 (stereo not drawn)	3	-23	-340	-1	10	3	5	-18	5
CC1(C)OC2OC(C(=O)N/N=C/c3cc(Br)ccc3O)C3OC(C)(C)OC3C2O1 (stereo not drawn)	-56	-4	-208	-4	5	2	-22	-31	0
C[C@H](CO)N1C[C@H](C)[C@@H](CN(C)S(=O)(=O)c2ccccc2)Oc2c(NC(=O)Nc3ccc4c(c3)OCO4)cccc2C1=O	0	19	-8	-7	2	12	7	13	9
CC(C)(C)C(=O)Nc1cccc(-c2nnc(-c3cccc(NC(=O)C(C)(C)C)c3)o2)c1	-3	13	-50	-4	-4	8	2	-10	2
CC1CCCCN1C(=S)NCc1ccccc1 (stereo not drawn)	0	11	18	5	7	1	0	3	5
Cc1ccc(NC(=S)NCc2ccc(Cl)cc2)c(OC(F)F)c1	2	0	8	0	10	7	-1	10	5
Cc1cccc(C)c1NC(=O)C1(NC(=O)C2CCC(=O)N2)CCCCC1 (stereo not drawn)	2	-10	10	-3	10	-5	-14	4	6
CCCCCCn1nc(C(=O)Nc2nc3c(s2)CCCC3)c2ccccc2c1=O	0	-12	11	-5	8	9	0	26	0
O=C(NC(=S)N1CCN(c2ccc([N+](=O)[O-])cc2)CC1)c1ccccc1F	0	3	27	4	21	11	14	1	0
COc1ccc2c(c1)CCc1c(C(=O)Nc3ccn(Cc4ccc(C)cc4)n3)noc1-2	1	-1	14	-6	3	4	0	-3	-4
Cc1ccc(-c2nnn(CC(=O)N(CC(=O)NC3CCCCC3)c3cccc(F)c3)n2)o1	-2	-16	8	13	7	-1	-4	14	2
Cc1ccc(-n2c(SCC(=O)NCC3CCCO3)nc3c(c2=O)SCC3)cc1 (stereo not drawn)	1	-5	15	5	-6	0	4	30	2
CC[N+](C)(C)CCN(Cc1ccc(Cl)cc1)c1ccccn1	2	-11	-194	-1	5	6	-3	-14	6
CC(=O)NN1C(=O)/C(=C\c2ccc(Cl)cc2)SC1=S	1	5	17	-8	-1	11	-1	13	-7

4 entries already listed, sorted by formula weight, highest first.
SMILES	SENP1 FRET inh	SENP6 block	SENP8 block-1	SENP8 block-2	NLRP3 yeast inh	Apaf-1 inh	HKDC1 inh	PfGluPho inh	SENP7 inh
COc1ccc(C2CC(c3ccccc3)Nc3nc(NC(=O)c4ccco4)nn32)cc1 (stereo not drawn)	3	-23	-340	-1	10	3	5	-18	5
COc1ccc2c(c1)CCc1c(C(=O)Nc3ccn(Cc4ccc(C)cc4)n3)noc1-2	1	-1	14	-6	3	4	0	-3	-4
CCCCCCn1nc(C(=O)Nc2nc3c(s2)CCCC3)c2ccccc2c1=O	0	-12	11	-5	8	9	0	26	0
Cc1nc2ccccc2c(=O)n1CCN1CCOCC1	1	-10	13	-3	-5	-15	-15	-7	2

Outcome played no part in choosing rows; about 4.1% have a hit in one of these screens.
